# aDG glyco act = increases alpha dystroglycan glycosylation; activation, % at 10 µM; Pro5-aDG cells, alpha-DG glycosylation AlphaScreen (IIH6); 0% Pro5, 100% B10-LARGE cell signal; 360,000 tested, 0.22% active;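 active = activation of at least 8% versus controls, or a plate z-score of at least 8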;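 also: Pro5 are CHO cells carrying HIG-tagged alpha-DG that lacks glycosylation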
# Vif inh = blocks HIV Vif function; HEK293T cells, Vif self-association by quenched fluorescence, imaging, 24 h; inhibition, % at 7.49 µM; 340,000 tested, 0.35% active; AID 602346; in the data active = inhibition above about 50%, passing the limit was not always enough; also: some results filed as inactive read as strong as hits
# MC4R ag barr = human MC4R agonism via beta-arrestin; P32245; U2OS MC4R beta-arrestin complementation, luminescence; percent of melanotan II response, DMSO zero; activation, % at 8.9 µM; 360,000 tested, 0.98% active;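 active = activation above a per-plate cutoff, the mean activation of sample wells on that plate plus 3 SD, cut at about 8% in these data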
# MC4R antagonist = human MC4R antagonism in cAMP assay; P32245; MC4R-expressing cells, MTII-stimulated cAMP, LANCE TR-FRET; inhibition, % at 6.5 µM; 360,000 tested, 0.48% active;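 active = inhibition above its plate's cutoff, the mean of tested wells on that plate plus 3 SD, cut at about 29% in these data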;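 also: 0% = Melanotan II alone and 100% = Melanotan II plus saturating MCL0020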
#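 Material – human MC4R-expressing U2OS cells · Repeats – no replicates · Detection – TR-FRET with Eu-cAMP and labeled anti-cAMP, 671 nm · Times – compound 30 min, challenge 1 h, detection 1 h · Compound – single nominal compound dose of 6.5 µM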
# ABCB6 inh MLPCN = blocks the human ABCB6 transporter; Q9NP58; K562-ABCB6 porphyrin accumulation, flow cytometry, 1 h; active compounds read low; fluorescence ratio to DMSO, % at 10 µM; 360,000 tested, 0.19% active; AID 602162;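 active = fluorescence ratio to DMSO below 75%, the collection mean minus 3 SD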;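 also: signal is porphyrin accumulated inside mitochondria; 100% equals median channel fluorescence of DMSO control wells; lower ratio means ABCB6 inhibition with less porphyrin fluorescence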
# Target sequence (Q9NP58 whole entry, looked up): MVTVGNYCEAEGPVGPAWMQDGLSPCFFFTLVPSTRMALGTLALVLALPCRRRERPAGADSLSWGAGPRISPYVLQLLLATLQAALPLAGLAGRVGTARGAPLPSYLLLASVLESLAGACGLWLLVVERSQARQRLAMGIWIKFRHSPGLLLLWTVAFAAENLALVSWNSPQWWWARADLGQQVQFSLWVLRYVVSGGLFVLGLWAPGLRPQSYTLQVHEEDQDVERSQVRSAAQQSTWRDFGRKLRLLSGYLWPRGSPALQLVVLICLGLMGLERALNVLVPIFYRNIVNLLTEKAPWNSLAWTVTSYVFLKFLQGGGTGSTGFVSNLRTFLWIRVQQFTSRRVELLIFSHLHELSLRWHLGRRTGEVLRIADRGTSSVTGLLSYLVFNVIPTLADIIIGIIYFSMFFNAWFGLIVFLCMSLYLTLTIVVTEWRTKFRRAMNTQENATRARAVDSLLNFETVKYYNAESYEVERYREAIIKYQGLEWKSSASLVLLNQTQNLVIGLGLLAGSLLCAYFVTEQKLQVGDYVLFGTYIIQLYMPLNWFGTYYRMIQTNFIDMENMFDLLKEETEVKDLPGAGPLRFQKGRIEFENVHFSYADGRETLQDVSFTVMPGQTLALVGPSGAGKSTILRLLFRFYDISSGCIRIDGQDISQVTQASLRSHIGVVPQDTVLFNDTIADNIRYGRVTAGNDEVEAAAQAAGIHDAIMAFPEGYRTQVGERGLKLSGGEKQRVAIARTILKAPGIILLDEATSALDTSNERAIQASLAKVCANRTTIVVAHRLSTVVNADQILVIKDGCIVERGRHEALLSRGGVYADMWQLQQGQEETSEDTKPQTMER
# Exocytosis inh = lytic granule exocytosis inhibition | TALL-104 LAMP-1 surface exposure, flow cytometry; cells stimulated with thapsigargin and PMA | inhibition, % at 10 µM | 360,000 tested, 0.66% active;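 active = inhibition above about 55%, limit read from the data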
# NOD2 RIPK2 PPI = inhibitors of human NOD2-RIPK2 interaction; CHO BLA complementation NOD2-RIPK2, CCF4 ratio; AID 624267; 360,000 tested, 0.38% active; inhibition, % at 4.98 µM; in the data active = inhibition above about 21%;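 also: 0% = vehicle only and 100% = reference blocker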
# ABHD5 PLIN5 PPI = inhibitors of human ABHD5-perilipin-5 interaction. Split G. princeps luciferase complementation, luminescence, 4 h. 360,000 tested, 0.78% active. inhibition, % at 4 µM. Q00G26+Q8WTS1;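 active = inhibition above the mean inhibition across every tested compound plus 3 SD, cut at about 22% in these data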;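 also: 0% = DMSO only wells and the 100% control is not disclosed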
# TLR9-MyD88 inh = blocks human TLR9 binding to MyD88 | CHO BLA complementation TLR9-MyD88, CCF4 FRET ratio | inhibition, % at 4.98 µM | Q9NR96+Q99836 | 340,000 tested, 0.21% active | AID 504734;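 active = inhibition above the mean over all tested compounds plus 3 SD, cut at about 21% in these data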;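 also: 0% = DMSO only wells and 100% = clavulanate BLA inhibitor control wells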
# N-glyco inh = N-linked glycosylation inhibition. D54 ERlucT glycosylation luciferase reporter, 24 h; percent of 100 nM tunicamycin response. reporter increase, % at 12.5 µM. 360,000 tested, 0.23% active;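 active = mean luciferase reporter signal, scaled so untreated is 0 and the glycosylation-blocking control 100, at or above a set limit in every replicate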;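 also: luciferase carries N-glycosylation sites so blocking glycosylation raises the light; 0% = median of neutral control wells and 100% = median of 100 nM tunicamycin wells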
# * = called active by the depositor; x = not tested or not shown.
SMILES,aDG glyco act,Vif inh,MC4R ag barr,MC4R antagonist,ABCB6 inh MLPCN,Exocytosis inh,NOD2 RIPK2 PPI,ABHD5 PLIN5 PPI,TLR9-MyD88 inh,N-glyco inh
CC(C)(O)C#Cc1ccc(C(=O)N2CCN(c3ccc(Cl)cc3)CC2)cc1,-0.1,-3,-1.5,3,103,12,6,-2,-4,-1
CCc1cccc(C)c1NC(=O)Nc1ccc2c(c1)OCO2,0.8,-3,-0.2,17,95,0,-5,3,1,1
Cc1nc[nH]c(=O)c1Br,-0.2,-3,-0.8,-5,101,1,-3,4,0,3
COc1ccc(OC)c(CCNC(=O)C2CCN(c3nnc(-n4cccc4)s3)CC2)c1,-0.2,-2,-1.5,5,102,-6,-16,7,4,2
Cc1cc(CN(C)C(=O)c2ccc3nc(Cc4ccccc4F)oc3c2)n[nH]1,-0.1,x,-2.6,14,89,1,1,2,-4,x
O=C1C=C(c2ccc3c(c2)OCO3)C[C@@H](c2ccc(Cl)cc2)C1,-0.2,-3,-1.5,2,97,29,-4,7,4,0
CNC[C@@H]1Oc2ccc(NS(=O)(=O)c3ccc(OC)cc3)cc2CC(=O)N([C@H](C)CO)C[C@@H]1C,0.0,2,-0.6,4,92,27,-4,-8,-1,-1
COc1ccc(CCNC(=O)c2cc([N+](=O)[O-])cc([N+](=O)[O-])c2)cc1OC,0.3,0,-1.8,4,102,-3,-2,-7,-1,2
C[C@H](CO)N1C[C@H](C)[C@@H](CN(C)S(=O)(=O)c2cccs2)Oc2ccc(NC(=O)Nc3ccccc3)cc2C1=O,-0.1,x,-1.9,0,102,-3,-2,-11,-2,2
Cc1ccc(-n2nc3ccc(NC(=O)/C=C/c4ccco4)cc3n2)cc1C,0.0,x,2.9,7,104,0,0,1,-2,9
COc1ccc(-n2c(SCC(=O)N3CCOCC3)nc3ccccc3c2=O)cc1,0.1,15,-3.2,4,107,15,0,5,9,-3
CCN(CC)S(=O)(=O)c1ccc(N2CCN(C)CC2)c(NC(=O)CSCC(=O)Nc2cccc(C)c2)c1,0.1,x,-1.6,4,99,-1,-3,-14,-5,0
COc1cc2cc(Oc3ccc4ccc(=O)oc4c3)c(=O)oc2cc1OC(=O)/C=C/c1ccccc1,0.0,-4,-0.7,4,95,-10,-2,2,-3,1
Cc1cccc(C(=O)OCC(=O)NCc2ccco2)c1,0.1,-15,0.6,-8,96,3,8,7,-2,2
CCn1c(=O)c(CCC(=O)NCC2CCCO2)c(C)c2c(C)nn(-c3ccc(C)cc3)c21 (configuration not stated),0.4,-1,-1.6,6,93,-1,-1,-3,-3,-7
CCOC(=O)C1=C(COC(=O)CCNS(=O)(=O)c2ccc(NC(C)=O)cc2)NC(=O)NC1C (configuration not stated),-0.3,2,1.1,2,98,0,4,0,-2,0
O=C(Cc1ncc(C(F)(F)F)cc1Cl)NCc1cccnc1,0.0,4,-2.4,6,101,4,3,-6,-14,2
Cc1cccc(CSc2nn3c(=O)c(C)nnc3s2)c1,-0.2,4,0.5,-6,93,-2,-6,3,-10,1
COC(=O)c1ccc(COc2ccccc2/C=N/NC(N)=O)o1,-0.1,1,-1.0,-5,94,-7,-4,-6,x,0
CC(C)(c1ccccc1)c1ccc(OCCCN2CCNCC2)cc1,4.2,10,-0.9,5,111,33,6,9,-4,-8
CC1CCCCC1NC(=O)Cn1cc([N+](=O)[O-])ccc1=O (configuration not stated),0.1,8,0.2,0,100,-3,-1,-7,12,1
CC(C)C1C(=O)N(Cc2cn(CCC3OCCO3)nn2)CCS(=O)(=O)N1Cc1ccc(-c2ccc(F)cc2Cl)cc1 (configuration not stated),-0.1,-5,x,x,101,-2,-12,16,x,0
COc1cccc(C(C(=O)NCc2ccco2)N(Cc2ccco2)C(=O)Cn2nnc3ccccc32)c1 (configuration not stated),0.7,6,-1.9,2,97,-2,-3,7,4,0
CCOC(=O)c1sc(-c2ccccn2)nc1C,-0.1,2,0.7,-2,100,-5,-14,5,-3,2
O=C1c2ccccc2C(=O)N1CCCCSc1nc2ccccc2o1,0.1,-2,-2.0,2,100,4,-1,-2,0,5
# (listing goes on)
SMILES,aDG glyco act,Vif inh,MC4R ag barr,MC4R antagonist,ABCB6 inh MLPCN,Exocytosis inh,NOD2 RIPK2 PPI,ABHD5 PLIN5 PPI,TLR9-MyD88 inh,N-glyco inh
Nc1cc(N)nc(SCC(=O)c2ccc3c(c2)NC(=O)CO3)n1,-0.3,-4,-1.6,11,89,-2,-5,-9,-10,0
CN(C)CCN(Cc1cccs1)c1ccccn1,-0.1,0,1.0,18,98,-1,-5,-4,0,-2
C=CCn1c(SCC(=O)c2ccc(O)c(O)c2)nnc1-c1cccnc1,-0.1,-8,-0.3,4,101,-1,-1,-1,-1,2
CCOCCCNC(=O)CN1CCN(Cc2ccccc2C)C1=O,-0.1,17,-1.4,-2,89,-1,-10,-5,-16,3
Cc1ccc(Cl)cc1N1CCN(C(=O)C(C)n2ncn3cccc3c2=O)CC1 (configuration not stated),0.0,-7,0.8,4,95,-2,0,10,10,-1
Nc1nc(SCc2ccccc2Cl)ns1,0.2,1,-1.0,-5,98,2,1,-4,-5,3
COc1ccc(N=[N+]([O-])c2ccc(OC)cc2)cc1,-0.3,-8,-3.0,4,91,-8,-5,-6,6,-17
N#Cc1ncc(-c2ccc3c(c2)OCCOCCOCCOCCOCCO3)nc1C#N,-0.2,-1,-3.1,7,95,-4,-2,3,-11,0
COc1ccc(-n2nnnc2SCC(=O)N(C)C2CCS(=O)(=O)C2)cc1 (configuration not stated),0.1,-1,-0.5,7,100,-3,-2,-3,-1,0
Cc1cccc(C(=O)Nc2ccn(C)n2)c1,0.0,0,-0.6,9,101,-2,-8,6,-14,-4
O=C(NCc1ccccc1)c1cc(-c2ccco2)on1,0.0,-2,-0.1,11,101,2,-2,2,4,4
C/C(N)=C(/C#N)C(=O)COC(=O)CNS(=O)(=O)c1ccc(C)cc1,-0.4,9,-0.6,15,98,12,8,2,-6,1
O=C(CSc1nnc(CNc2ccc(F)cc2)n1CC1CCCO1)N1CCOCC1 (configuration not stated),-0.1,-4,-0.6,-4,95,0,-5,4,-6,3
COc1ccc(C(CNC(=O)/C=C/c2c(Cl)nc3ccccn23)N(C)C)cc1 (configuration not stated),-0.1,-9,-1.1,-2,92,0,4,0,3,-5
C[C@H]1Cn2cnc(C(=O)Nc3ccc(CNC(=O)OC(C)(C)C)cc3)c2C(=O)N1,-0.4,6,-1.1,14,100,-1,8,6,8,3
COc1cc(/C=N/NC(=O)c2[nH]nc3c2CCc2ccccc2-3)ccc1O,-0.1,-14,0.9,0,98,13,-10,9,-4,5
CC1(C)C(C(=O)OCC(Cl)(Cl)Cl)N2C(=O)C(NC(=O)Cc3ccccc3)C2S1=O (configuration not stated),0.1,-4,-0.9,-2,96,-6,4,-6,6,1
CCCOc1ccc(C(=O)C(CCC(CNCC)C(=O)c2ccc(OCCC)cc2)CNCC)cc1 (configuration not stated),-0.9,2,25*,2,94,32,18,35*,2,-23
CC12CCC(=O)N1C(C(=O)NNC(=O)COc1ccccc1F)CS2 (configuration not stated),0.2,10,-1.0,2,95,-3,-13,0,9,0
COc1cccc(N2CCN(S(=O)(=O)c3ccc4c(c3)NC(=O)CS4)CC2)c1,0.2,17,-1.9,0,96,-2,4,0,6,-3
NC1=NC2(CCCC2)N=C(Nc2ccccc2)N1,-0.1,-3,-0.8,16,100,2,2,-4,8,2
COc1ccc(Cl)cc1S(=O)(=O)NC(C)c1cnn(-c2ccccn2)c1C (configuration not stated),0.9,0,-0.5,9,102,0,-19,-8,3,-1
O=C(N/N=C/c1cc(Br)ccc1OC(=O)c1ccc(Br)cc1)c1ccncc1,0.3,5,-1.8,6,92,9,-2,4,12,-1
O=C1CC(=O)N(CCNc2ncc(C(F)(F)F)cc2Cl)C(=O)N1,-0.1,-2,0.8,-6,90,2,-18,-15,-8,2
NNC(=O)c1ccc(COCC(F)(F)F)cc1,0.0,-12,2.1,-6,92,-9,5,-5,-2,-1

# Grouped by structure: those above with a thiophene ring, fused or not (2)
SMILES,aDG glyco act,Vif inh,MC4R ag barr,MC4R antagonist,ABCB6 inh MLPCN,Exocytosis inh,NOD2 RIPK2 PPI,ABHD5 PLIN5 PPI,TLR9-MyD88 inh,N-glyco inh
C[C@H](CO)N1C[C@H](C)[C@@H](CN(C)S(=O)(=O)c2cccs2)Oc2ccc(NC(=O)Nc3ccccc3)cc2C1=O,-0.1,x,-1.9,0,102,-3,-2,-11,-2,2
CN(C)CCN(Cc1cccs1)c1ccccn1,-0.1,0,1.0,18,98,-1,-5,-4,0,-2

# (continued)
SMILES,aDG glyco act,Vif inh,MC4R ag barr,MC4R antagonist,ABCB6 inh MLPCN,Exocytosis inh,NOD2 RIPK2 PPI,ABHD5 PLIN5 PPI,TLR9-MyD88 inh,N-glyco inh
O=C(COC(=O)c1ccc(S(=O)(=O)NCc2ccco2)cc1)Nc1ncc(Cl)cc1Cl,0.3,x,-0.4,7,96,2,2,4,-13,-1
CCOC(=O)Nc1ccc2c(c1)N(C(=O)N1CCN(C)CC1)c1ccccc1S2,0.2,-3,1.1,-3,96,1,-2,11,-10,-4
CC(c1ccco1)N(C(=O)COc1ccc(Cl)cc1Cl)c1ccccn1 (configuration not stated),-0.1,-2,1.1,23,101,5,-2,-8,-4,-13
CC(=O)c1ccc(NC(=O)C[n+]2ccccc2)cc1,-0.2,-7,-0.8,11,94,-2,-4,4,-4,2
CCCc1nc2c(C)cc(Br)cn2c1Cc1ccc(OC)cc1C,1.4,x,x,x,93,1,9,-12,x,1
COc1ccc(S(=O)(=O)N(C)c2ccccc2)c2cccnc12,0.1,9,1.1,5,100,-10,-7,-13,-11,0
O=C(COC(=O)CCCOc1ccc(Cl)cc1Cl)NCc1ccc(F)cc1,0.0,x,-2.8,6,96,3,-1,-3,2,2
O=C(NCCCSc1ccccc1)c1ccc(=O)[nH]c1,0.3,x,-2.7,-1,98,5,-1,-4,-4,x
Cc1ccc(-c2nn(-c3ccccc3Cl)cc2C(=O)NCC2CCCO2)cc1 (configuration not stated),0.2,0,-1.0,0,101,1,-14,-5,3,-1
c1ccc2c(c1)OCC(c1csc3ncnc(N4CCCCC4)c13)O2 (configuration not stated),0.0,-16,3.2,10,82,2,1,2,-1,-5
Cc1ccc(S(=O)(=O)N(C)c2ccc(OC(=O)COc3ccccc3)cc2)cc1,-0.4,-8,0.1,-1,96,2,-4,6,5,1
O=c1c2ccccc2c(-c2ccccc2)nn1-c1ccccc1,0.1,3,-3.2,21,101,-8,-7,3,x,-2
CCOC(=O)C1=C(COC(=O)c2cc([N+](=O)[O-])ccc2Cl)NC(=O)NC1C (configuration not stated),0.7,x,-1.8,-26,101,-2,-10,-4,-7,2
CCN1CCN(CC(O)COC(c2ccccc2)c2ccccc2C)CC1 (configuration not stated),0.4,18,-0.1,-5,97,10,-6,0,0,-1
Cc1nonc1C(=O)N1CCCC(Nc2ccc(C(C)C)cc2)C1 (configuration not stated),-0.1,-3,-1.7,-2,90,2,4,-1,7,-1

# Source: PubChem BioAssay

# Some of the compounds tested; rates above refer to the full screens.
